PHOSPHO1 block: blocks human PHOSPHO1 phosphatase activity | 290,000 tested, 1.1% active | Q8TCT1 | recombinant PHOSPHO1, absorbance phosphatase assay | inhibition, % at 13.3 µM | AID 1565; in the data active = inhibition above about 60%
Target sequence (Q8TCT1 whole entry, looked up): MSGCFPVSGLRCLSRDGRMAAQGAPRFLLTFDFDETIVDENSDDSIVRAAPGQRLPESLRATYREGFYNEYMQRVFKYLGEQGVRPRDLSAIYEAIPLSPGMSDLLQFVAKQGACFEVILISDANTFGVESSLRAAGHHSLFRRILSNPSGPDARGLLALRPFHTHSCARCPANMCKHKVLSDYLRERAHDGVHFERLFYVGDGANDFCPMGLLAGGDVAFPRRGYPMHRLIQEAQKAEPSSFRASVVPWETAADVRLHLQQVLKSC
MEKK2 mut-MEK5: signal of MEK5 binding to mutant human MEKK2 PB1 domain | bead flow cytometry, Alexa488-MEK5 binding to MEKK2 mutant | percent response, % at 10 µM | 290,000 tested, 0.35% active; in the data active = percent response above about 24%, passing the limit was not always enough; note: inactives centre near 1; some results filed as inactive read as strong as hits; reference of the scale not given here
V1R ag counter: activates human V1a receptor in oxytocin agonist counter-screen. P37288. CHO-V1R cells, Fluo-8 calcium fluorescence, agonist mode; 0% DMSO, 100% 3 nM vasopressin. activation, % at 3 µM. 320,000 tested, 0.25% active;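 active = activation above the mean activation of all tested compounds plus 3 SD, per screening run, cut at about 20% in these data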;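 note: signal is peak over basal fluorescence ratio across a 100 second FLIPR read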
GalR3 antag: human GalR3 antagonism; inhibition, % at 3 µM; O60755; HEK293 GalR3-CNG cAMP membrane potential fluorescence; galR3 body fused to GalR1 C-terminus; 360,000 tested, 0.44% active;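 active = inhibition above the screen-wide average plus 3 SD, cut at about 13% in these data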;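 note: forskolin and galanin both at EC90 stimulate the cells; cAMP rise reported by CNG channel membrane potential dye signal; 0% = forskolin plus galanin with DMSO and 100% = forskolin alone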
Target sequence (O60755 1-299 limits assumed): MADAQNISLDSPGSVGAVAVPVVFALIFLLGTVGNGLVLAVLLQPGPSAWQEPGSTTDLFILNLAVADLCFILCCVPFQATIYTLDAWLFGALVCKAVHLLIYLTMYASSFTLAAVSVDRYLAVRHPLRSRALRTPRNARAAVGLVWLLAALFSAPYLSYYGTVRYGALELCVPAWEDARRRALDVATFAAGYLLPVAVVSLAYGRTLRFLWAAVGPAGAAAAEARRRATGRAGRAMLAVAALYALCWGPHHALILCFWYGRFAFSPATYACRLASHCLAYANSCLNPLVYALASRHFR
MEKK2 WT-MEK5: raises or lowers MEK5 binding to wildtype human MEKK2 PB1 domain. binding response (% of control), % at 10 µM. 290,000 tested, 1.1% active. Q9Y2U5. bead flow cytometry, Alexa488-MEK5 binding to MEKK2 WT; actives lie on both sides; in the data active = binding response below about 67% or above about 130%
GPR7 antag: antagonists of human GPR7 (neuropeptides B/W receptor 1). inhibition, % at 4.4 µM. AID 1861. P48145. GPR7-expressing cells, fluorescence antagonist assay. 290,000 tested, 1.1% active; in the data active = inhibition above about 16%, passing the limit was not always enough;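 note: cells stimulated with the agonist NPW; 0% = agonist with vehicle and 100% = vehicle without agonist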
MEKK3 PB1 HTS: raises or lowers MEK5 binding to the human MEKK3 PB1 domain; 290,000 tested, 1.4% active; bead-based flow cytometry, Alexa488-MEK5 binding to MEKK3; actives lie on both sides; 0 = blocked by unlabeled MEK5, 100 = vehicle; AID 1529; binding response (% of control), % at 10 µM;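 active = binding response more than 3 SD above or below the average of its plate-row segment, actives on both sides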;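 note: Alexa488 bead fluorescence after subtracting the streptavidin-only scavenger bead signal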
OXTR agonist: human OXTR agonism; 320,000 tested, 0.32% active; CHO-OTR cells, Fluo-8 calcium fluorescence; normalized: DMSO 0%, oxytocin 100%; AID 2435; activation, % at 3 µM;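 active = activation above the mean of all tested compounds plus 3 SD, cutoff set per screening run, cut at about 20% in these data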;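 note: peak over basal fluorescence ratio from a 100 s FLIPR kinetic read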
NALP1 yeast inh: blocks the NALP1 inflammasome reconstituted in yeast; inhibition, % at 10 µM; S. cerevisiae NALP1/ASC/caspase-1 growth, X-gal OD620, 72 h; AID 2071; 280,000 tested, 0.61% active; in the data active = inhibition mostly above about 24%, no sharp cut-off; inactive = mostly below about 32%; note: some compounds called inactive have numbers as strong as hits
An asterisk follows results filed as active; x = no result given. Some of the compounds tested, so the mix of outcomes need not match the whole.

| No. | SMILES | PHOSPHO1 block | MEKK2 mut-MEK5 | V1R ag counter | GalR3 antag | MEKK2 WT-MEK5 |
| --- | --- | --- | --- | --- | --- | --- |
| 1 | COc1ccccc1N1CCN(Cc2ccc(F)cc2)CC1 | 18.4 | -1.0 | -0.3 | -0.6 | 115.0 |
| 2 | CN1CCC(O)(c2ccccc2)C2CCCC21 (centres undefined) | 10.9 | 2.0 | 0.9 | -6.5 | 94.0 |
| 3 | Cc1nc2ccccc2c(=O)n1-c1cccc([N+](=O)[O-])c1 | -34.8 | 2.0 | -0.3 | -1.0 | 100.0 |
| 4 | CN1CCC(N(C)c2ccc(C(N)=O)cc2[N+](=O)[O-])CC1 | 19.0 | 0.0 | -0.4 | -7.9 | 101.0 |
| 5 | Cc1cc(OCC(=O)NCc2cccnc2)c2c3c(c(=O)oc2c1)CCCC3 | 26.5 | 8.0 | -0.1 | -6.9 | 101.0 |
| 6 | Cc1cc(=O)n(-c2ccccc2)n1-c1ccccc1 | -7.8 | -1.0 | 0.0 | -1.4 | 111.0 |
| 7 | N#Cc1ccc(N2CCNCC2)c(F)c1 | -18.5 | 6.0 | 0.3 | -5.6 | 101.0 |
| 8 | N#Cc1c(/N=C/C2C(=O)NC(=S)NC2=O)sc2c1CCCC2 | -95.1 | -1.0 | 1.6 | -2.1 | 92.0 |

| No. | GPR7 antag | MEKK3 PB1 HTS | OXTR agonist | NALP1 yeast inh |
| --- | --- | --- | --- | --- |
| 1 | -1.3 | 113.0 | -0.3 | 5.4 |
| 2 | -9.1 | 102.0 | -0.1 | 15.0 |
| 3 | -19.3 | 98.0 | -1.4 | 21.1 |
| 4 | -19.1 | 104.0 | 0.7 | 21.0 |
| 5 | -8.5 | 99.0 | 0.6 | 7.0 |
| 6 | -12.2 | 107.0 | -1.5 | 31.2 |
| 7 | -8.6 | 101.0 | -0.7 | 15.8 |
| 8 | -9.1 | 101.0 | -0.8 | -10.3 |

The list continues:
| No. | SMILES | PHOSPHO1 block | MEKK2 mut-MEK5 | V1R ag counter | GalR3 antag | MEKK2 WT-MEK5 |
| --- | --- | --- | --- | --- | --- | --- |
| 9 | CCCCCn1c(=O)c(C(=O)Nc2ccccn2)c(O)c2ccccc21 | 35.6 | 3.0 | 0.1 | -8.5 | 107.0 |
| 10 | Cc1ccc(N(C)C(=O)Oc2cccc3cccnc23)cc1 | -28.3 | 13.0 | 0.6 | 0.0 | 111.0 |
| 11 | O=C1NC(=O)N(c2ccccc2)C(=O)/C1=C\c1ccccc1[N+](=O)[O-] | 23.7 | -2.0 | 1.0 | -3.3 | 97.0 |
| 12 | Cn1c(=O)cc(OCC(=O)N2CCN(Cc3ccc4c(c3)OCO4)CC2)c2ccccc21 | -29.1 | -2.0 | 0.0 | -1.4 | 103.0 |
| 13 | CC1CCN(C(=O)C(C)Cl)CC1 (centres undefined) | 11.3 | 6.0 | 2.1 | -3.5 | 104.0 |
| 14 | CCOC(=O)CC(NC(=O)C(Cc1ccc(N(CCCl)CCCl)cc1)NC(C)=O)C(=O)OCC (centres undefined) | 19.3 | -9.0 | -0.3 | -2.7 | 96.0 |
| 15 | CCN1CCN(Cc2cc(C(C)(C)C)c(O)c(C(C)(C)C)c2)CC1 | 17.1 | x | 0.0 | -13.4 | x |
| 16 | Cn1c(O)c(C=NC2CCCCCC2)c(=O)[nH]c1=S | 52.8 | 2.0 | -0.9 | -1.9 | 98.0 |

| No. | GPR7 antag | MEKK3 PB1 HTS | OXTR agonist | NALP1 yeast inh |
| --- | --- | --- | --- | --- |
| 9 | -2.6 | 103.0 | 0.0 | 1.3 |
| 10 | 8.8 | 108.0 | 0.2 | 11.7 |
| 11 | 1.2 | 100.0 | -0.3 | -60.4 |
| 12 | -2.2 | 100.0 | -0.9 | -10.0 |
| 13 | -1.9 | 103.0 | 1.6 | 0.0 |
| 14 | -9.6 | 103.0 | 0.7 | 2.5 |
| 15 | -4.6 | x | -0.4 | -6.9 |
| 16 | -1.1 | 101.0 | -0.2 | 8.4 |

The list goes on, starting with the last 2 of the part before.
| No. | SMILES | PHOSPHO1 block | MEKK2 mut-MEK5 | V1R ag counter | GalR3 antag | MEKK2 WT-MEK5 |
| --- | --- | --- | --- | --- | --- | --- |
| 15 | CCN1CCN(Cc2cc(C(C)(C)C)c(O)c(C(C)(C)C)c2)CC1 | 17.1 | x | 0.0 | -13.4 | x |
| 16 | Cn1c(O)c(C=NC2CCCCCC2)c(=O)[nH]c1=S | 52.8 | 2.0 | -0.9 | -1.9 | 98.0 |
| 17 | FC(F)(F)c1ccccc1CNCCc1c[nH]c2ccccc12 | 28.3 | 5.0 | 1.9 | -10.7 | 103.0 |
| 18 | CC(Cc1ccsc1)NCc1cn[nH]c1-c1ccc(F)cc1F (centres undefined) | 39.8 | 10.0 | 1.4 | -7.7 | 111.0 |
| 19 | Cc1cc(OCc2ccc([N+](=O)[O-])cc2)c2c3c(c(=O)oc2c1)CCCC3 | 41.9 | x | -0.4 | -3.4 | x |
| 20 | O=C(c1cc(-c2ccccc2)nc2ccccc12)N1CCC2(CC1)OCCO2 | 6.1 | 3.0 | 1.6 | -2.9 | 97.0 |
| 21 | COc1ccc(C(C)=O)cc1CC(C(=O)c1ccc(C)c(C)c1)N(C)C (centres undefined) | -8.6 | 0.0 | 1.8 | -4.6 | 97.0 |
| 22 | COc1ccccc1NC(=O)c1cn(CCC#N)nc1-c1cccc(Cl)c1 | x | 4.0 | x | -10.3 | 105.0 |
| 23 | Fc1ccccc1CN1CCN(c2ccc(Cl)cc2)CC1 | 15.6 | 10.0 | -1.1 | -5.4 | 111.0 |
| 24 | O=c1[nH]c(=O)n(-c2cccc3ccccc23)c(O)c1/C=N/N1CCCCC1c1cccnc1 (centres undefined) | 9.1 | 0.0 | 0.0 | -9.0 | 106.0 |
| 25 | O=C1NC(=O)C(=Cc2ccc(-c3ccc(S(=O)(=O)N4CCOCC4)cc3)o2)C(=O)N1 | 25.4 | -3.0 | -0.7 | -3.2 | 105.0 |

| No. | GPR7 antag | MEKK3 PB1 HTS | OXTR agonist | NALP1 yeast inh |
| --- | --- | --- | --- | --- |
| 15 | -4.6 | x | -0.4 | -6.9 |
| 16 | -1.1 | 101.0 | -0.2 | 8.4 |
| 17 | 5.7 | 99.0 | 7.8 | 7.0 |
| 18 | -8.6 | 105.0 | 1.9 | -60.2 |
| 19 | -3.7 | x | -0.5 | 10.3 |
| 20 | -2.5 | 100.0 | 1.4 | -0.4 |
| 21 | -1.8 | 94.0 | -0.7 | 14.2 |
| 22 | -15.8 | 106.0 | x | 1.0 |
| 23 | -6.1 | 109.0 | -1.8 | 4.8 |
| 24 | 1.1 | 134.0* | -0.1 | 19.6 |
| 25 | -1.1 | 105.0 | 0.7 | 5.3 |

Structures above containing a cyano group (three):
| No. | SMILES | PHOSPHO1 block | MEKK2 mut-MEK5 | V1R ag counter | GalR3 antag | MEKK2 WT-MEK5 |
| --- | --- | --- | --- | --- | --- | --- |
| 7 | N#Cc1ccc(N2CCNCC2)c(F)c1 | -18.5 | 6.0 | 0.3 | -5.6 | 101.0 |
| 8 | N#Cc1c(/N=C/C2C(=O)NC(=S)NC2=O)sc2c1CCCC2 | -95.1 | -1.0 | 1.6 | -2.1 | 92.0 |
| 22 | COc1ccccc1NC(=O)c1cn(CCC#N)nc1-c1cccc(Cl)c1 | x | 4.0 | x | -10.3 | 105.0 |

| No. | GPR7 antag | MEKK3 PB1 HTS | OXTR agonist | NALP1 yeast inh |
| --- | --- | --- | --- | --- |
| 7 | -8.6 | 101.0 | -0.7 | 15.8 |
| 8 | -9.1 | 101.0 | -0.8 | -10.3 |
| 22 | -15.8 | 106.0 | x | 1.0 |
